# Compound activity deposited in PubChem BioAssay by several laboratories.
# WT yeast gro inh – growth inhibition of WT strain, primary screen, mitochondrial fusion inhibitor project, WT and mutant strains, chemical genetic; mitochondrial fusion phenotypic screen; inhibition, % at 10 µM; actives 2.1% (n = 190,000); AID 1362, 2008; in the data active = inhibition above about 58%; tested in S. cerevisiae
# TNAP activation fold – human TNAP enzyme activators, primary screen, biochemical, luminescent, no phosphate acceptor, uHTS (AID 1001); purified TNAP, luminescent activation assay, no phosphate acceptor; higher activation fold means a stronger effect; actives 0.03% (n = 200,000); activation fold at 20 µM, or EC50 in µM where a hit was titrated; in the data active = activation fold from about 3, or a potency from the dose series; inactive = the rest, 99 in 100 with activation fold below about 1.6; note: many of its hits are not listed in these tables
# PMI inhibitors – inhibitors of human PMI, primary screen, biochemical, fluorescence intensity, coupled assay (AID 1209); Mannose-6-phosphate isomerase (Homo sapiens); purified PMI enzyme, coupled fluorescence intensity; higher % means a stronger effect; inhibition, % at 20 µM, or IC50 in µM where a hit was titrated; actives 0.42% (n = 190,000);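 note: plate controls were DMSO vehicle for no effect and wells lacking substrate for full effect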
# SIAH1 antagonists – Siah-1 peptide-binding antagonists, primary screen, biochemical, fluorescence polarization, rhodamine-plectin, uHTS (AID 1817). E3 ubiquitin-protein ligase SIAH1 (Homo sapiens). Siah-1 / rhodamine-plectin peptide fluorescence polarization; higher % means a stronger effect. displacement, % at 20 µM; hits with a dose series show IC50 in µM. actives 0.02% (n = 290,000);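 active = displacement of at least 50% at 20 µM, with a fluorescence ratio check between 0.3 and a set limit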;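 note: plate controls were Siah plus tracer with DMSO for no effect and tracer alone without Siah for full effect; strong numbers were not always called active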
# PMI inhibition – human PMI inhibitors, high substrate, primary screen, biochemical, fluorescence intensity, high mannose 6-phosphate (AID 1220) | Mannose-6-phosphate isomerase (Homo sapiens) | recombinant PMI enzyme, coupled fluorescence intensity; higher % means a stronger effect | inhibition, % at 20 µM; hits with a dose series show IC50 in µM | actives 0.66% (n = 190,000)
# XIAP antagonists – XIAP antagonists, biochemical, IAP family, fluorescence polarization (AID 1018). actives 0.007% (n = 200,000). one-dose displacement, % at 20 µM; IC50 in µM for titrated hits. XIAP BIR domain, fluorescence polarization peptide displacement; higher % means a stronger effect. E3 ubiquitin-protein ligase XIAP (Homo sapiens); in the data active = displacement above about 50%; note: a part of the inactive calls stands beside numbers as strong as those of hits
# Myeloid diff MLP – induction of myeloid progenitor differentiation, primary screen, cell-based, flow cytometry, MLPCN library | actives 1% (n = 360,000) | ER-HoxA9 myeloid progenitors, lysozyme-GFP differentiation | calls only at 10 µM;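 active = normalized GFP-positive differentiation at or above the plate's own cutoff, the solvent-only control mean plus 3 SD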;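 note: cells exposed to compound for four days before flow analysis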
# RSV CPE inhibition – RSV antiviral activity via CPE protection, HEp-2 cells, primary 10 µM value included (AID 2391); HEp-2 cells, RSV-induced CPE inhibition; higher % means a stronger effect; one-dose CPE inhibition, % at 10 µM; IC50 in µM for titrated hits; actives 0.13% (n = 310,000); in the data active = a potency from the dose series; note: strong numbers were not always called active
# Salmonella PhoP GFP – inhibitors of PhoP regulon expression, primary screen, Salmonella Typhimurium, GFP reporter (AID 1863); S. Typhimurium PhoP-regulated promoter GFP reporter, 4 h; higher % means a stronger effect; one-dose inhibition, % at 50 µM; IC50 in µM for titrated hits; actives 0.16% (n = 300,000);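 active = inhibition over 29.93%, a cutoff 3 SD above the screen mean, later confirmed by dose response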;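 note: 0% = low Mg2+ inducing control and 100% = high Mg2+ repressing control; strong numbers were not always called active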
# WT yeast gro inh mutant strain – recorded beside WT yeast gro inh, whose call it bears; inhibition, %; mitochondrial fusion phenotypic screen, mutant strain inhibition
# Myeloid diff MLP GFP+ MAC1+ % – recorded beside Myeloid diff MLP, whose call it bears; GFP+ MAC1+ double positive, %; measured here: differentiation confirmed by MAC1 staining
# * = called active by the depositor; i = inactive; nt = no result given. Cut-off read from the data, not from the text of the source, unless noted: active = inhibition above about 50%; inactive = the rest.
SMILES,WT yeast gro inh,WT yeast gro inh mutant strain,TNAP activation fold,PMI inhibitors,SIAH1 antagonists,PMI inhibition,XIAP antagonists,Myeloid diff MLP,Myeloid diff MLP GFP+ MAC1+ %,RSV CPE inhibition,Salmonella PhoP GFP
CCCOc1cccc(C(=O)NCCNC(=O)c2cnccn2)c1,nt,nt,nt,nt,-1.4%,nt,nt,i,2.7,0.5%,-6.5%
Cc1ccc(S(=O)(=O)c2ccc(Cl)cc2)cc1S(=O)(=O)N1CCOCC1,26.4,-3.8,1.1,-9.2%,1.2%,7.9%,-1.3%,i,0.6,13.8%,4.3%
COc1ccccc1-n1cnnc1SCC(=O)N1CCN(C(=O)c2ccco2)CC1,-14.2,-8.8,1.1,5.5%,-3.4%,10.8%,2.3%,i,0.3,-0.1%,-1.9%
NC(=O)COC(=O)c1ccc(S(=O)(=O)N2CCCCCC2)cc1,-1.7,-15.0,1.1,9.9%,1.1%,9.3%,-0.2%,i,0.9,1.6%,2.3%
O=C(COc1ccc(Br)cc1)NNC(=S)NC(=O)c1ccccc1[N+](=O)[O-],-17.6,-14.6,1.5,7.2%,-16.4%,-9.0%,-3.0%,i,0.5,0.8%,18.3%
COC(=O)Cn1c(=O)c2c(nc(Br)n2CC(=O)OC)n(C)c1=O,-17.8,-3.1,1.2,9.0%,-2.1%,4.6%,-0.8%,i,0.6,-1.7%,-3.4%
CCCCN1C(=O)c2ccc(C(=O)NCCN3C(=O)S/C(=C\c4cccnc4)C3=O)cc2C1=O,-10.1,-25.8,1,-6.4%,-5.6%,-2.7%,0.7%,i,0.3,1.9%,-12.4%
Cc1ccc(C(=O)N[C@H](C(=O)N2CCN(c3ccccc3F)CC2)C(C)C)cc1,nt,nt,nt,nt,1.8%,nt,nt,i,1.1,2.2%,5.4%
Nc1nnc(SCC(=O)Nc2ccccc2)s1,nt,nt,nt,nt,-0.6%,nt,nt,i,0.5,0.6%,-3.5%
COc1ccc(/C=C2\SC(=O)N(CCc3nnc(N)s3)C2=O)cc1,nt,nt,nt,nt,11.3%,nt,nt,i,0.6,0.0%,-4.0%
COc1ccc(-n2nc3cc(C)c(N)cc3n2)cc1Cl,nt,nt,nt,nt,0.6%,nt,nt,i,0.3,2.3%,0.2%
O=C(N/N=C/c1cc([N+](=O)[O-])ccc1N1CCCCCC1)c1ccccn1,-8.5,12.8,0.9,7.7%,-4.6%,5.2%,-6.9%,i,0.1,5.3%,-4.5%

# Only RSV CPE inhibition, Salmonella PhoP GFP and PMI inhibition, for 5 of the compounds above:
canonical_smiles,RSV CPE inhibition,Salmonella PhoP GFP,PMI inhibition
Cc1ccc(S(=O)(=O)c2ccc(Cl)cc2)cc1S(=O)(=O)N1CCOCC1,13.8%,4.3%,7.9%
COc1ccc(-n2nc3cc(C)c(N)cc3n2)cc1Cl,2.3%,0.2%,nt
CCCOc1cccc(C(=O)NCCNC(=O)c2cnccn2)c1,0.5%,-6.5%,nt
COc1ccc(/C=C2\SC(=O)N(CCc3nnc(N)s3)C2=O)cc1,0.0%,-4.0%,nt
NC(=O)COC(=O)c1ccc(S(=O)(=O)N2CCCCCC2)cc1,1.6%,2.3%,9.3%

# (further entries)
SMILES,WT yeast gro inh,WT yeast gro inh mutant strain,TNAP activation fold,PMI inhibitors,SIAH1 antagonists,PMI inhibition,XIAP antagonists,Myeloid diff MLP,Myeloid diff MLP GFP+ MAC1+ %,RSV CPE inhibition,Salmonella PhoP GFP
N#CC1=C(N)NC(=S)C(C(N)=O)C1c1ccccc1F (stereo not given),nt,nt,nt,nt,0.0%,nt,nt,i,1.8,1.2%,-15.6%
COc1ccc(Nc2nccc(OC)c2C#N)cc1,-11.0,-11.5,1.1,5.7%,3.1%,1.4%,-18.2%,i,0.7,0.6%,6.0%
COc1ccc(/C=C(\NC(=O)c2cccs2)C(=O)NN)cc1OC,nt,nt,nt,nt,1.2%,nt,nt,i,1.0,1.0%,9.3%
CCOC(=O)N1CCC(N2Cc3cccc(C(=O)NCc4ccc5c(c4)OCO5)c3C2=O)CC1,nt,nt,nt,nt,13.0%,nt,nt,i,0.8,3.4%,-5.9%
N#C/C(=C\c1cccnc1)C(=O)Nc1ccc(C(=O)O)cc1,-14.0,-2.0,1.1,0.5%,5.7%,2.8%,-4.2%,i,0.1,0.6%,5.8%
CCn1c(=O)cc(SCC(=O)NCCCN2CCN(c3ccc(F)cc3)CC2)c2ccccc21,-9.8,-0.3,1.2,4.2%,8.1%,1.4%,-1.1%,i,2.3,-2.5%,12.5%
O=C(COc1ccc(C(=O)O)cc1)Nc1cccc(C(F)(F)F)c1,0.7,13.5,1.1,8.5%,4.2%,12.8%,-10.9%,i,0.7,1.7%,-2.5%
O=C(N[C@@H](Cc1ccccc1)C(=O)N1CCC2(CC1)NCCc1[nH]cnc12)c1cccc(F)c1,nt,nt,nt,nt,3.5%,nt,nt,i,1.7,-0.6%,-5.6%
Cc1cc(=O)n2nc(N3CCCC(C(=O)NCCCN4CCc5ccccc5C4)C3)sc2n1 (stereo not given),-10.9,-5.4,1.1,12.4%,1.2%,5.0%,3.2%,i,0.4,nt,0.3%
Cc1cc(NCC2CCCO2)n2c(nc3ccccc32)c1C#N (stereo not given),-4.4,-3.9,1.2,12.7%,-10.0%,11.3%,-2.3%,i,1.1,2.9%,-3.0%
C#CCOCCOCCOCCNc1nc(N2CCN(C(=O)Cn3cc(CC(C)O)nn3)CC2)nc(N2CCN(C(=O)Cn3cc(CC(C)O)nn3)CC2)n1 (stereo not given),-10.2,-6.2,1.1,-12.7%,-5.5%,-22.9%,-24.3%,i,0.6,3.0%,-6.4%
Cn1nc(C(=O)Nc2cccnc2)c2ccccc2c1=O,8.8,0.4,1,2.4%,-2.9%,1.3%,-2.7%,i,1.5,-0.3%,5.3%
CCC(/C=N/NC(=O)C(N)=O)CC,-8.8,-36.4,1,-1.3%,6.4%,-8.6%,0.8%,i,0.3,0.5%,6.6%
CCn1c(O)c(C=Nc2ccccc2)sc1=S,-9.3,-10.7,1,0.6%,2.4%,2.2%,-7.6%,nt,nt,0.4%,6.1%
O=C(COC(=O)C1(c2ccccc2F)CCCC1)N1CCOCC1,-5.0,-9.7,1,4.9%,-3.4%,-0.9%,-6.4%,i,0.3,5.2%,1.9%
CC1=C(C(=O)Nc2ccccc2)C2(CCCCC2)C(C(N)=O)C(=S)N1 (stereo not given),2.8,2.5,1.2,-42.7%,8.5%,-59.0%,-3.7%,i,0.3,1.3%,2.0%
COC(=O)c1ccccc1NC(=O)CN(C)S(=O)(=O)c1ccc(OC)cc1,-6.9,-5.4,1.1,11.2%,-0.5%,10.1%,-2.2%,i,0.4,-1.7%,6.8%
COc1ccc(-n2[nH]c(C)cc2=O)cc1,3.4,0.6,1.1,-4.3%,-3.9%,-4.5%,-8.4%,i,0.6,1.0%,0.1%
CCOC(=O)c1cccc(N2C(=O)C3C4C=CC(CC4)C3C2=O)c1 (stereo not given),nt,nt,nt,nt,1.2%,nt,nt,i,0.5,0.4%,6.0%
O=c1oc2cc(OCc3c(F)cccc3Cl)ccc2cc1-c1ccccn1,-12.6,-23.4,nt,nt,nt,nt,nt,i,0.3,0.8%,-2.0%
C=CCn1c(COc2cccc(C)c2C)nnc1SCC(=O)N1CCN(c2ccccc2)CC1,29.0,9.7,1.1,9.8%,2.7%,8.5%,33.2%,i,1.1,8.8%,-8.1%
COc1ccc(CCNC(=O)c2nc(-c3cccs3)no2)cc1OC,10.1,-1.2,1.1,-4.0%,1.6%,-7.8%,-3.1%,i,0.7,0.3%,0.2%
CCOC(=O)Cn1c2[n+](c3ccccc31)CC(O)CS2 (stereo not given),-2.7,-12.1,1.1,21.7%,-3.7%,7.6%,-3.6%,i,3.7,-0.1%,-11.8%
CC(C)CN(C(=O)C1CSC2(C)CCC(=O)N12)c1c(N)n(Cc2ccccc2)c(=O)[nH]c1=O (stereo not given),nt,nt,nt,nt,-0.8%,nt,nt,i,1.4,1.6%,-0.3%
CCOc1ccc(C(C)=O)cc1CSc1nnc(-c2ccncc2)n1CCOC,-7.8,10.1,1.1,-9.5%,-0.6%,-12.2%,-5.9%,i,0.6,1.1%,-9.1%
Cc1ccc(NC2(c3nnnn3-c3c(C)cccc3C)CCCCC2)cc1,81.8*,48.1*,1.2,23.0%,9.2%,10.4%,1.3%,i,0.4,10.0%,11.6%
CCCCN(CCCC)CC(O)COc1ccccc1C(=O)Nc1ccccc1 (stereo not given),-10.4,10.5,1.1,0.6%,-1.8%,-7.6%,-3.0%,i,1.0,-1.4%,-4.5%
CCN(CC)c1ccc(NC(=O)CN2CCN(CC(=O)Nc3ccccc3OC)CC2)cc1,nt,nt,nt,nt,2.9%,nt,nt,i,0.1,1.6%,1.5%
Cc1c(NC(=O)/C(C#N)=C/c2cccs2)c(=O)n(-c2ccccc2)n1C,8.7,7.3,1.1,-0.2%,16.7%,7.2%,-1.5%,i,0.1,0.2%,9.3%
S=C1N(c2ccccc2)CN(CCN2CCOCC2)CN1c1ccccc1,nt,nt,nt,nt,-3.5%,nt,nt,i,0.6,-0.9%,-7.9%
COc1cc(/C=C2/SC(=S)N(CC(=O)O)C2=O)ccc1OC(=O)c1ccco1,nt,nt,nt,nt,-2.3%,nt,nt,i,2.0,2.5%,-0.4%

# Given with two lines to a compound: entries from further up.
# Below each compound – WT yeast gro inh | WT yeast gro inh mutant strain | TNAP activation fold | PMI inhibitors | SIAH1 antagonists | PMI inhibition | XIAP antagonists | Myeloid diff MLP | Myeloid diff MLP GFP+ MAC1+ % | RSV CPE inhibition | Salmonella PhoP GFP
> CCN(CC)c1ccc(NC(=O)CN2CCN(CC(=O)Nc3ccccc3OC)CC2)cc1
    nt | nt | nt | nt | 2.9% | nt | nt | i | 0.1 | 1.6% | 1.5%
> Cc1ccc(NC2(c3nnnn3-c3c(C)cccc3C)CCCCC2)cc1
    81.8* | 48.1* | 1.2 | 23.0% | 9.2% | 10.4% | 1.3% | i | 0.4 | 10.0% | 11.6%
